Screening results (PubChem)
UDG counterscr – Primary qHTS assay for inhibitors of Activation Induced Cytidine Deaminase (AID): UDG Counterscreen signal; Uracil-DNA glycosylase; FRET deamination/UDG coupled assay, UDG read, 4 h; Potency, µM (doses to about 115 µM), without a hit: at the highest dose activity change, negative = inhibition, hits mostly inhibitors; hit rate 0.14% among 91,000; AID 1347430, 2020; also: nearly all actives have a fitted effect of over 65% in size
AID inhibitor – Primary qHTS assay for inhibitors of Activation Induced Cytidine Deaminase (AID): AID signal. AID 1347428, 2020. Single-stranded DNA cytosine deaminase (Homo sapiens), Q9GZX7. Potency, µM (titrated, usually from 115 µM), for inactives: at the highest dose activity change, negative = inhibition, most hits filed as inhibitors. hit rate 0.32% among 91,000. AID deamination FRET fluorescence, UDG-coupled, 4 h; also: nearly all actives have a fitted effect of over 25% in size
Target sequence (Q9GZX7 whole entry, looked up): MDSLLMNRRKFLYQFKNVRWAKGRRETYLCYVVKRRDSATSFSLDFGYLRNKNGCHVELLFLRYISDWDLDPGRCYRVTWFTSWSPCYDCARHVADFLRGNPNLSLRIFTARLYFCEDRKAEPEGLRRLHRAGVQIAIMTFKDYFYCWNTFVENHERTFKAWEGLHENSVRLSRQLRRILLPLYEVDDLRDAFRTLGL
* marks the source's active call; other numbers are inactive results; ? = inconclusive; & = joins results of further samples; [ ] = dose if it differs, or a comment. Calls follow the shape of the dose curve; as a rule, active = well fitted curve in the direction sought with a large enough effect; inconclusive = small, poorly fitted or top-dose-only effect, or another doubt; inactive = no such curve, though single readings can be large; an effect the other way counts as inactive or inconclusive. % is scaled to controls: 0 for no effect and ±100 for the full control effect; potency is read from the fitted curve at half-maximal effect. These rows are one share of the data, so the mix of outcomes need not match the whole.

SMILES	UDG counterscr	AID inhibitor
Nc1c(Cl)cc(N=Cc2ccc(Cl)cc2Cl)cc1Cl	-4%	-15%
Cc1ccc(C)c(CSc2nc3ncccc3[nH]2)c1	0%[57.5 µM]	16%
Cc1ccc(NC(=O)CC(C)S(=O)(=O)c2ccc3c(c2)NC(=O)CO3)cc1C (configuration not stated)	-19%[57.5 µM]	3%
CCOc1ccc(C(=O)Nc2ccc3oc(C)nc3c2)cc1OC	11%	18%
Cc1cccc(N2CCN(C(=O)Cn3c(C)c4cnn(-c5ccccc5)c(=O)c4c3C)CC2)c1C	-18%	?
CC1=C(C(=O)NC2CCCCCC2)C2(CCCCCC2)OC1=O	-9%	-7%
Cc1cc(NC(=O)C(C)C)cc(-c2nc3ccccc3o2)c1O	?	-8%
Cc1ccc(-n2ncc(C(=O)N3CCN(c4ccccc4F)CC3)c2C2CCN(C(=O)OC(C)(C)C)CC2)cc1C	31%[activator]	-5%
COC(=O)C1=C(CS(=O)(=O)c2ccc(OC)cc2)NC(=O)NC1c1cccc(Cl)c1 (configuration not stated)	-4%	-3%
CC(NC(=O)c1cccc(CS(C)(=O)=O)c1)c1ccccc1 (configuration not stated)	4%	3%
COc1ccc(Cn2c(=O)[nH]c3cc(C(=O)N4CCN(c5ccccc5)CC4)ccc3c2=O)cc1	-13%	17%
CCOc1ccc(NC(=O)N2c3ccccc3Sc3ccccc32)cc1	15%	-13%
Cc1[nH]c2ccccc2c1C(c1ccncc1)c1c(C)[nH]c2ccccc12	3%	96%[activator]
CN(C)C(=O)CN1CCN(C(C(=O)O)c2cn(C)c3cc(C(=O)O)ccc23)CC1 (configuration not stated)	-2%	4%
Nn1c(SC(C(=O)N2CCOCC2)c2ccccc2)nnc1-c1ccccc1F (configuration not stated)	-4%	-13%
Fc1ccc(-c2nc3c4c(-c5ccccc5)c(-c5ccccc5)oc4ncn3n2)cc1	-8%	-3%
COc1ccc(N2CCN(CCCNC(=O)c3nnc(Cc4ccccc4Cl)o3)CC2)cc1	6%	-5%
CNc1ccc(-c2nc(-c3ccco3)no2)cc1[N+](=O)[O-]	?	3%
Cc1ccc(-c2c(C(=O)NCCc3ccccc3)oc(=O)c3ccccc23)cc1	-4%	-2%
COc1ccc(C(=O)Oc2ccc3c(=O)c(-c4ccccc4OC)c(C)oc3c2)cc1	2%	-4%
Cc1cccc(C)c1OCC(=O)N(Cc1ccc(Cl)cc1)CC1CCCO1 (configuration not stated)	-5%	?
COc1ccc(CNS(=O)(=O)c2cnc(N)nc2)c(OC)c1	1%	76%[activator]
N#C/C(=C(/O)c1cccc2ccccc12)c1nc2ccccc2[nH]1	7%	14%
Cc1ccc(NC(=O)C2CCCN2S(=O)(=O)c2ccc3c(c2)CCCC(=O)N3)cc1Cl (configuration not stated)	3%	-16%
O=C(Nc1ccc(F)cc1Cl)c1cnc(N2CCOCC2)c2ccccc12	35%[activator]	12%
CC(SC1=Nc2ccccc2CS1)C(=O)NC1CCCC1 (configuration not stated)	3%	-11%
CC(C#N)Sc1nnc(Nc2ccccc2)s1 (configuration not stated)	-2%	6%
Cc1cccc(OCC(=O)N/N=C/c2cccc(O)c2)c1	-3%	-10%
CCCNC(=O)CN1C(=O)c2c(c3ccccc3n2C)C1c1ccc(OC)cc1 (configuration not stated)	-4%	2%
COc1ccc(S(=O)(=O)N2CCCN(CC(=O)Nc3ccc(OC)cc3OC)CC2)cc1	4%[57.5 µM]	19%[57.5 µM]
Cc1c(Cl)cccc1-c1ccc(CNCCCSc2nnnn2C)o1	3%	-11%
Cc1nc2nc(N(Cc3ccc(F)cc3)C(=O)c3ccco3)[nH]n2c(=O)c1Cc1ccccc1	1%	-7%
Cc1cc(NC(=O)CN2CCN(c3nccs3)CC2)on1	-4%	7%
CCC(C(=O)Nc1cccc(C#N)c1)n1c(=O)c(-c2ccccc2NC(C)=O)nc2ccccc21 (configuration not stated)	?	-22%
COc1cc(NS(=O)(=O)c2cccc(Cl)c2C)cc2sc(NC(C)=O)nc12	-1%	8%
Cc1cc(C)c(NC(=O)CCCn2c(C)c3cnn(-c4ccccc4)c(=O)c3c2C)c(C)c1	?	?
OCc1cnc(SCc2ccccc2F)n1Cc1ccc(F)cc1	-2%	-13%
CCC(NC(=O)c1sccc1C)c1ccc(C)cc1 (configuration not stated)	-11%	-9%
O=C(CSc1nc2ccccc2c(=O)n1-c1ccccc1)N1CCCCC1	-1%	-11%
CCc1ccc(NC(=O)Cc2c(C(=O)O)c(C)cn2C)cc1	6%	20%
Cc1cccc(C(=O)n2nc(-c3cccnc3)nc2NCc2ccccc2)c1	1%	2%
Cc1cc(C)cc(NC(=O)Cn2nc(N3CCN(c4ccccc4)CC3)ccc2=O)c1	-17%[57.5 µM]	-9%
CCOC(=O)c1ccc(N2C(=O)c3n[nH]c(-c4ccco4)c3C2c2ccc(O)c(OC)c2)cc1 (configuration not stated)	-7%	-15%
COC(=O)c1ccc(/C=C2/SC(=O)N(C(C)C(=O)OC)C2=O)cc1 (configuration not stated)	5%	-7%
CC(=O)N1CCCc2cc(S(=O)(=O)N3CCC(C(=O)Nc4ccc(C)cc4Cl)CC3)ccc21	6%	-5%
CCNC(=O)c1c(NC(=O)Cc2coc3cc(C)cc(C)c23)sc2c1CCCC2	0%	-2%
O=C(CCc1cccs1)Nc1ccc2c(c1)OCCCO2	0%	-5%
Cc1c(CCC(=O)NCCc2ccccc2F)c(=O)oc2cc(O)ccc12	4%&-13%	0%&12%
CCC(C)NC(=S)Nc1cc(C)cc(C)c1 (configuration not stated)	2%	-4%
COc1ccc(CCNCc2c(C(=O)O)c(C)n(Cc3cccc(Cl)c3)c2C)c(OC)c1OC	7%	10%
Further entries:
SMILES	UDG counterscr	AID inhibitor
O=C(c1ccc2c(c1)N(Cc1ccccc1)C(=O)c1ccccc1S2(=O)=O)N1CCN(Cc2ccccc2)CC1	-20%	?
CCC1CCc2sc(C(=O)NCCC(C)C)cc2C1 (configuration not stated)	-8%	7%
CC(C)(C)C(=O)CSc1nc2ccsc2c(=O)n1Cc1ccccc1F	-4%[57.5 µM]	?
Cc1ccc(CNC(=O)CCN2C(=O)C(C)Oc3ccc(C)cc32)cc1 (configuration not stated)	-6%	11%
CCCN(Cc1ccccc1)C(=O)c1cccs1	5%	-2%
COC(=O)C1(NC(=O)CSc2ccccc2Cl)CCCCC1	-11%	-4%
CC(=O)Nc1ccc(SC2CCCCC2=O)cc1 (configuration not stated)	1%	-3%
O=C(Nc1ccc(F)c(Cl)c1)c1ccc[n+]([O-])c1	-1%	4%
CCc1ccccc1N1CC(c2nc3ccccc3n2CCCOc2ccc(Cl)cc2)CC1=O (configuration not stated)	-18%	21%
Cc1cccc(C#Cc2ccccc2)n1	-4%	-3%
Cc1ccc(C)c(-c2cn3ccccc3n2)c1	6%	-2%
Cc1ccc(-n2nnnc2C2(Nc3ccccc3)CCCC2)cc1	0%	-5%
CC(C)(C)C(=O)Cn1c(=O)n(CCCCCC(=O)NCc2ccccc2Cl)c(=O)c2sccc21	4%	5%
CC(Nc1ccc([N+](=O)[O-])cn1)c1cccc(Cl)c1 (configuration not stated)	-1%	-8%
CCOC(=O)c1cc2cc(C(F)(F)F)ccc2[nH]1	-5%	-1%
CCC(=O)N1CCc2cc(Br)cc(S(=O)(=O)N(CC)Cc3ccccc3)c21	-6%	?
Cc1ccc(CC/C=N/NC(N)=S)o1	-11%	3%
CCc1ccccc1NC(=O)C(CC)n1c2ccccc2c2nc(=O)cc(C)n21 (configuration not stated)	3%	-2%
CCc1sc(Nc2cccc(C)c2)nc1-c1cc2cccc(OC)c2oc1=O	-6%	-27%
CCCc1ccc(C(=O)NCc2ccco2)cc1	6%	-2%
O=C(O)c1ccc(Nc2nc(-c3ccc4ccccc4c3)cs2)cc1O	18%	-22%
CCc1cccc(NC(=O)c2ccc3c(Cl)c4c(nc3c2)CCCC4)c1	2%	-21%
Cc1ccc(-n2nc3ccc(NC(=O)Cc4ccc(Cl)cc4)cc3n2)cc1	0%	40%[activator]
CCn1nccc1-c1cc(C(=O)O)c2cccc(C)c2n1	2%	-2%
N#Cc1c(/N=C/c2c(F)cccc2Cl)sc2c1CCCC2	-3%	-4%
CCCCOc1ccc(C(=O)Nc2ccc(S(=O)(=O)Nc3nc(C)cc(C)n3)cc2)cc1	3%	?
Cc1sc(NC(=O)c2cccs2)c(C(c2cccnc2)N2CCOCC2)c1C (configuration not stated)	-1%	-3%
Cc1ccc(-c2cc3ccccc3[nH]2)c(C)c1	-9%	-12%
Cc1ccc(CNC(=O)CN(c2ccc(C(C)C)cc2)S(=O)(=O)c2c(C)n[nH]c2C)cc1	-3%	-7%
COc1ccc2oc(=O)cc(CN3CCN(c4ccccc4F)CC3)c2c1	4%	1%
CCOc1ccc(CCNC(=O)c2cc3c(-c4ccccc4F)nn(C)c3s2)cc1OCC	-9%	-9%
CCOC(=O)N1CCN(S(=O)(=O)N2CCCC(C(=O)NCc3ccccc3OC)C2)CC1 (configuration not stated)	-2%	-9%
COc1ccc(C)cc1NS(=O)(=O)c1ccc2c(c1)n(C)c(=O)n2C	11%	12%
CC(OC(=O)c1ccc(C#N)cc1)C(=O)C12CC3CC(CC(C3)C1)C2 (configuration not stated)	1%	-6%
CCc1cccc(NC(=O)c2nnn(Cc3ccc(SC)cc3)c2N)c1	-14%	0%
CCCCNc1nc(-c2ccccc2F)nc2ccccc12	7%	?
NC(=O)c1ccc(C(=O)NN=C(c2ccccc2)c2ccccc2)s1	4%	-1%
Cn1nc(C(=O)OCC(=O)N(Cc2ccccc2)C(C)(C)C)c2ccccc2c1=O	-8%	-20%
O=C(O)C(Sc1ccc(F)c(Cl)c1)c1ccccc1 (configuration not stated)	-8%	-12%
Cn1cnc(C(=O)O)c1	-11%	-2%
CCOC(=O)C1C(c2cc(OC)c(OC)c(OC)c2)NC(=O)NC1(O)C(F)(F)F (configuration not stated)	-3%	-1%
Cc1ccc(Cl)cc1-n1ncc2c(NCc3ccc(F)cc3)ncnc21	-10%	?
CCc1cc(C(c2ccccc2OC)N2CCN(C)CC2)c(NC(=O)c2ccco2)s1 (configuration not stated)	3%	-7%
CC(C)Nc1nc(C(=O)Nc2nccs2)cs1	8%	7%
Cc1ccc2oc(-c3cccc(NC(=O)c4cccc5c(Br)cccc45)c3)nc2c1	-5%[57.5 µM]	-11%[57.5 µM]
CCCCNC(=S)N(C)N	-5%	-6%
COc1ccc(NCc2cc3cc4c(cc3n(CC(=O)Nc3ccccc3)c2=O)OCO4)cc1	-3%	155%[activator]
CC(C)C(=O)NNC(=O)c1ccc2c(c1)NC(=O)CS2	6%	8%
Fc1ccccc1N1CCN(c2nc3ccccc3c3nc(-c4ccccc4)nn23)CC1	?	-9%
CC(C)(C)c1ccc(NC(=O)c2ccc(C(F)(F)F)nc2)cc1	-9%	5%
COc1ccccc1/C=C1\N=C(SC)SC1=O	-3%	-1%
Cc1ccc(C)c(N2CCN(C(=O)Cn3nc(Cc4cccnc4)c4ccccc4c3=O)CC2)c1	-6%[57.5 µM]	71µM*
CCCCOc1cccc(NC(=O)c2cccc(C(=O)Nc3cccc(OCCCC)c3)c2)c1	1%	11%

An excerpt of these results, with values under each structure:
Values run as follows: UDG counterscr | AID inhibitor
- NC(=O)c1ccc(C(=O)NN=C(c2ccccc2)c2ccccc2)s1
 : 4% | -1%
- Cn1nc(C(=O)OCC(=O)N(Cc2ccccc2)C(C)(C)C)c2ccccc2c1=O
 : -8% | -20%
- O=C(O)C(Sc1ccc(F)c(Cl)c1)c1ccccc1 (configuration not stated)
 : -8% | -12%
- Cn1cnc(C(=O)O)c1
 : -11% | -2%
- CCOC(=O)C1C(c2cc(OC)c(OC)c(OC)c2)NC(=O)NC1(O)C(F)(F)F (configuration not stated)
 : -3% | -1%
- Cc1ccc(Cl)cc1-n1ncc2c(NCc3ccc(F)cc3)ncnc21
 : -10% | ?
- CCc1cc(C(c2ccccc2OC)N2CCN(C)CC2)c(NC(=O)c2ccco2)s1 (configuration not stated)
 : 3% | -7%
- CC(C)Nc1nc(C(=O)Nc2nccs2)cs1
 : 8% | 7%
- Cc1ccc2oc(-c3cccc(NC(=O)c4cccc5c(Br)cccc45)c3)nc2c1
 : -5%[57.5 µM] | -11%[57.5 µM]
- CCCCNC(=S)N(C)N
 : -5% | -6%
- COc1ccc(NCc2cc3cc4c(cc3n(CC(=O)Nc3ccccc3)c2=O)OCO4)cc1
 : -3% | 155%[activator]
- CC(C)C(=O)NNC(=O)c1ccc2c(c1)NC(=O)CS2
 : 6% | 8%
- Fc1ccccc1N1CCN(c2nc3ccccc3c3nc(-c4ccccc4)nn23)CC1
 : ? | -9%
- CC(C)(C)c1ccc(NC(=O)c2ccc(C(F)(F)F)nc2)cc1
 : -9% | 5%
- COc1ccccc1/C=C1\N=C(SC)SC1=O
 : -3% | -1%
- Cc1ccc(C)c(N2CCN(C(=O)Cn3nc(Cc4cccnc4)c4ccccc4c3=O)CC2)c1
 : -6%[57.5 µM] | 71µM*
- CCCCOc1cccc(NC(=O)c2cccc(C(=O)Nc3cccc(OCCCC)c3)c2)c1
 : 1% | 11%
